# Bioassay records (PubChem)
# MgcRacGAP inhibition = MgcRacGAP GTPase-activating activity inhibitors, confirmation, biochemical, ADP Hunter fluorescence; Rac GTPase-activating protein 1 (Homo sapiens); MgcRacGAP-stimulated Rac1 GTP hydrolysis, ADP Hunter fluorescence; higher % means a stronger effect; GST-tagged Rac1 F28L mutant substrate; inhibition, % at 30 µM, or IC50 in µM where a hit was titrated; actives 0.6% (n = 340,000);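 active = first-screen hits whose inhibition reached a set limit at any dose in the follow-up dose series; inconclusive = inhibition above the set first-screen limit but never retested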;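 also: fluorescence reports GDP produced by GAP-driven GTP hydrolysis; strong numbers were not always called active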
# West Nile virus CPE = West Nile virus antiviral activity, cell-based, CPE readout (AID 1621); West Nile virus-infected cells, CPE inhibition; higher % means a stronger effect; CPE inhibition, % at 10 µM, or IC50 in µM where a hit was titrated; actives 0.02% (n = 290,000); in the data active = a potency from the dose series; inconclusive = CPE inhibition mostly from about 3.7% at the one dose, without a potency; inactive = the rest, 99 in 100 with CPE inhibition below about 2.2%; also: strong numbers were not always called active
# SV40 large T antigen = SV40 large T antigen inhibitors, biochemical (AID 1903); SV40 large T antigen ATPase/helicase inhibition assay; higher % means a stronger effect; inhibition, % at 20 µM; hits with a dose series show IC50 in µM; actives 0.39% (n = 310,000); in the data active = a potency from the dose series; inconclusive = inhibition mostly from about 32% at the one dose, without a potency; inactive = the rest, 99 in 100 with inhibition below about 32%; also: strong numbers were not always called active
# GPR35 antagonists = GPR35 antagonists blocking zaprinast-driven arrestin recruitment, primary screen, imaging, U2OS, beta-arrestin-GFP, zaprinast agonist (AID 2058) | G-protein coupled receptor 35 (Homo sapiens) | U2OS GPR35 beta-arrestin-GFP translocation imaging, zaprinast antagonism; higher % means a stronger effect | one-dose inhibition, % at 10 µM; IC50 in µM for titrated hits | actives 0.052% (n = 290,000);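 active = inhibition of at least 50% with at least 30 cells and total cytoplasm GFP at most 10,000,000; inconclusive = under 30 cells or total GFP of 10,000,000 plus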
# NS5 inhibitors = Dengue-2 NS5 methyltransferase inhibitors, primary screen, biochemical, confirmation dose response (AID 588689); Dengue-2 NS5 methyltransferase capping enzyme assay, biochemical; higher % means a stronger effect; inhibition, % at 25 µM; hits with a dose series show IC50 in µM; actives 0.3% (n = 340,000); in the data active = a potency from the dose series; inconclusive = inhibition above about 29% without an active follow-up result
# ER stress rescue = rescue of cells from ER stress-induced death, primary screen, 384-well, CSM14.1, thapsigargin, ATP luminescence (AID 1222) | CSM14.1 thapsigargin-induced death rescue, ATP luminescence; higher % means a stronger effect | cellular ATP content (survival), % at 20 µM; hits with a dose series show EC50 in µM | 190,000 tested, under 10 active;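 active = EC50 below 50 µM in the dose-response confirmation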;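 also: death triggered by thapsigargin at about 15 µM added after 2 h compound pretreatment; cell ATP read after overnight thapsigargin exposure of roughly 18 to 22 hours; normalized against plate controls of thapsigargin alone and 5% DMSO vehicle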
# LYP inhibition = inhibitors of LYP phosphatase, biochemical, fluorescence intensity, uHTS (AID 1779). Tyrosine-protein phosphatase non-receptor type 22 (Homo sapiens). inhibition, % at 11.5 µM, or IC50 in µM where a hit was titrated. recombinant LYP phosphatase, fluorescence intensity; higher % means a stronger effect. actives 0.054% (n = 290,000); in the data active = inhibition above about 50%;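 also: plate controls were vehicle with enzyme for no effect and no enzyme for full effect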
# Salmonella PhoP GFP = inhibitors of PhoP regulon expression, primary screen, Salmonella Typhimurium, GFP reporter (AID 1863); S. Typhimurium PhoP-regulated promoter GFP reporter, 4 h; higher % means a stronger effect; actives 0.16% (n = 300,000); one-dose inhibition, % at 50 µM; IC50 in µM for titrated hits;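 active = inhibition over 29.93%, a cutoff 3 SD above the screen mean, later confirmed by dose response; inconclusive = inhibition over 29.93% but no dose response follow-up; inactive = inhibition at most 29.93% or unconfirmed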;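 also: 0% = low Mg2+ inducing control and 100% = high Mg2+ repressing control; strong numbers were not always called active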
# RSV antiviral HEp-2 = RSV antiviral activity via CPE protection, HEp-2 cells, primary 10 µM value included (AID 2391). HEp-2 cells, RSV-induced CPE inhibition; higher % means a stronger effect. CPE inhibition, % at 10 µM, or IC50 in µM where a hit was titrated. actives 0.13% (n = 310,000); in the data active = a potency from the dose series; inconclusive = CPE inhibition mostly from about 23% at the one dose, without a potency; inactive = the rest, 99 in 100 with CPE inhibition below about 21%; also: strong numbers were not always called active
# NS5 inhibitors pilot replicate = also measured in NS5 inhibitors; calls as there; inhibition, %; measured here: pilot screen replicate inhibition
# Starred values were filed as active, the others as inactive; ? = inconclusive; . = not tested or not shown.
SMILES,MgcRacGAP inhibition,West Nile virus CPE,SV40 large T antigen,GPR35 antagonists,NS5 inhibitors,ER stress rescue,LYP inhibition,Salmonella PhoP GFP,RSV antiviral HEp-2,others
CC/C(Cc1ccccc1)=N/NC(=O)CCn1nnc2ccccc21,8%,0.3%,2%,10%,-4%,0.0%,-5%,3%,0.8%,
OCCN1CCN(Cc2nc(-c3cccc(Cl)c3)no2)CC1,9%,0.0%,-1%,10%,-5%,-1.6%,-9%,5%,0.5%,
O=C(N1CCOCC1)N1CCN(S(=O)(=O)N2CCOCC2)CC1,-2%,0.0%,6%,14%,1%,-4.1%,-8%,-4%,0.3%,
COC(=O)c1sccc1NC(=O)Nc1cccc(F)c1,8%,0.2%,14%,3%,-3%,-0.9%,4%,-2%,0.1%,
O=C(N/N=C/c1cccnc1)c1cccc(S(=O)(=O)Nc2cccc(Cl)c2)c1,8%,-0.3%,7%,14%,5%,-0.7%,-2%,-8%,8.7%,
Cc1nc(C)n(CCNC(=O)c2ccco2)n1,11%,0.9%,6%,-1%,-1%,.,-8%,-3%,2.6%,
CC(=O)CCN1C(=O)NC2(CCCc3ccccc32)C1=O (stereo not drawn),7%,-0.1%,18%,6%,-8%,.,0%,-4%,1.3%,
O=C(/C=C/c1cccc([N+](=O)[O-])c1)Nn1c(-c2ccccc2F)nc2ccccc2c1=O,1%,1.1%,6%,-11%,4%,-1.9%,-5%,13%,3.1%,
COc1ccc(NS(=O)(=O)c2cc(N)ccc2N2CCOCC2)cc1,5%,-0.4%,1%,-17%,-2%,.,-6%,6%,1.8%,
COc1ccc(N2CC(C(=O)N[C@H](C(=O)NC3CCCC3)C(C)C)CC2=O)cc1 (stereo partly drawn),-3%,0.0%,.,15%,-12%,.,-12%,0%,0.4%,
CCN(CC)S(=O)(=O)c1ccc2nc(COC(=O)c3n[nH]c4ccccc34)[nH]c2c1,-3%,0.2%,11%,3%,-6%,-3.6%,-6%,3%,1.8%,
CC(=O)Nc1c2c(nn1-c1ccccc1C)CSC2,-1%,0.3%,6%,-1%,3%,.,-8%,2%,1.6%,
O=C(O)C1CCCN(S(=O)(=O)c2ccccc2)C1 (stereo not drawn),-2%,0.2%,2%,2%,-9%,1.1%,-10%,-4%,1.8%,
CC1=NN(C)C(=O)C1Cc1c(F)cccc1Cl (stereo not drawn),13%,.,21%,.,-2%,.,.,.,0.9%,
NC(=S)Nn1c(-c2ccccc2)nc2ccccc2c1=O,1%,0.3%,9%,-2%,-12%,0.1%,-1%,5%,1.1%,
Cc1oc(-c2ccc(Cl)cc2)nc1CS(=O)CC(=O)NCc1ccccn1 (stereo not drawn),1%,-0.4%,12%,9%,0%,.,-12%,-6%,1.1%,
O=C(C[n+]1cccc(Br)c1)c1cccs1,5%,-0.5%,-5%,5%,-10%,.,-7%,-7%,0.0%,NS5 inhibitors pilot replicate=-8.3
CC1CCN(CCc2nc3cc(NC(=O)COc4ccc([N+](=O)[O-])cc4)ccc3n2C)CC1,14%,0.7%,10%,19%,-2%,.,1%,-3%,-1.0%,
CCn1ncc(/C=C2/SC(=S)NC2=O)c1C,14%,-0.5%,28%,-15%,-8%,-3.3%,0%,6%,1.4%,
Cc1nnc(SCC(=O)Nc2cc(S(C)(=O)=O)ccc2Cl)n1Cc1ccccc1,4%,0.1%,1%,2%,-1%,.,-6%,8%,0.5%,
COc1ccc2c(c1)CCc1c(C(=O)NCCCn3ccnc3)noc1-2,2%,-0.1%,1%,15%,-1%,-1.5%,-5%,10%,0.3%,
COc1ccc(OC)c(NC(=S)N2CCc3ccccc3C2)c1,-13%,-0.3%,2%,14%,0%,-0.2%,-5%,-7%,5.1%,
CCOc1ccccc1CNCc1ccc(C(=O)O)cc1,2%,-0.1%,1%,4%,-5%,-0.1%,-2%,-10%,0.0%,
O=C(NCc1cccc(Cl)c1)C1CCC(=O)N(CC2CCCCC2)C1 (stereo not drawn),2%,-1.2%,-6%,14%,-1%,.,-3%,5%,-0.6%,
CC(C)(C)NS(=O)(=O)c1ccc(CCC(=O)NCc2ccccn2)cc1,1%,-0.5%,22%,7%,-6%,.,-14%,1%,0.2%,
CN(C)CCNC(=O)c1ccccc1,2%,0.7%,12%,1%,2%,-0.8%,-7%,7%,0.2%,
Cc1nn(-c2ccc(F)cc2)c(C)c1NS(=O)(=O)c1ccc(Cl)cc1,5%,-0.7%,0%,-6%,-7%,-3.1%,0%,-4%,2.3%,
CCCC1(c2ccccc2)NC(=O)N(CC(=O)Nc2cc(OC)cc(OC)c2)C1=O (stereo not drawn),2%,-1.3%,7%,5%,-1%,.,-5%,2%,7.0%,
O=[N+]([O-])c1ccc(Sc2cccc[n+]2[O-])c2nonc12,?,-1.5%,?,-18%,?,.,-5%,-13%,.,
CCCc1cc(=O)[nH]c(SCC(=O)Nc2ccc(Br)cc2)n1,-5%,0.0%,17%,19%,-1%,.,-5%,-8%,0.2%,
CCOc1ccc2nc(SCC(=O)Nc3ncccn3)[nH]c2c1,13%,.,11%,1%,-5%,-0.7%,-5%,-6%,1.0%,
COc1ccc(C(=O)N2CCCC2)cc1,5%,.,4%,0%,-4%,-0.8%,-8%,-8%,0.1%,
NC(=O)c1ccsc1N,.,0.5%,22%,-3%,.,-1.9%,-8%,0%,2.5%,
COc1cccc(NC(=O)Nc2ccc(Cc3ccncc3)cc2)c1,11%,-1.0%,4%,0%,-4%,-3.0%,-3%,-1%,3.5%,
O=C(CNC(=O)c1ccco1)NCC(=O)OCc1ccccc1Cl,3%,-0.6%,9%,0%,-7%,.,-6%,4%,1.0%,
Cn1nnc(NC(=O)/C=C/c2ccco2)n1,.,0.1%,3%,-9%,.,.,-4%,-4%,1.2%,

# Reprinted from the part before: 2 compounds, followed by the next part.
SMILES,MgcRacGAP inhibition,West Nile virus CPE,SV40 large T antigen,GPR35 antagonists,NS5 inhibitors,ER stress rescue,LYP inhibition,Salmonella PhoP GFP,RSV antiviral HEp-2,others
O=C(CNC(=O)c1ccco1)NCC(=O)OCc1ccccc1Cl,3%,-0.6%,9%,0%,-7%,.,-6%,4%,1.0%,
Cn1nnc(NC(=O)/C=C/c2ccco2)n1,.,0.1%,3%,-9%,.,.,-4%,-4%,1.2%,
CC(Oc1ccccc1F)C(=O)NNC(=O)CC(C)c1ccccc1 (stereo not drawn),6%,.,5%,.,-3%,.,.,0%,-1.3%,
COc1cccc(C(C(=O)NCc2ccccc2)N(C(=O)c2csnn2)C2CC2)c1 (stereo not drawn),11%,-0.8%,6%,1%,9%,.,-7%,2%,0.5%,
CCOc1cccc(OCCOCCN2CCCC2)c1,25%,0.5%,4%,-1%,3%,-3.2%,0%,-6%,0.2%,
CCc1nc(NCc2cccnc2)c2oc3ccccc3c2n1,7%,-1.0%,9%,-10%,-5%,1.2%,-1%,-1%,11%,
Cc1cc(C)c(NC(=S)N(C)C)c(C)c1,-20%,0.0%,4%,-2%,2%,.,-8%,-11%,1.5%,
CN(CCOc1ccccc1)C(=O)c1cc([N+](=O)[O-])cc([N+](=O)[O-])c1,2%,-0.6%,2%,9%,-19%,0.8%,-1%,-6%,1.8%,
COc1ccc(OC)c(NC(=O)CCOc2cccc(C)c2)c1,-1%,-0.4%,1%,7%,0%,.,-7%,9%,0.8%,
Cc1cnc2c(C(=O)O)cnn2c1,2%,0.1%,-2%,-8%,-1%,-0.7%,-4%,1%,0.4%,
O=C(CCCc1c[nH]c2ccccc12)N1CCCCCC1,6%,-0.9%,-1%,14%,-6%,-1.1%,-6%,12%,1.2%,
CC(C)CN(C(=O)C1CC1)c1c(N)n(Cc2ccccc2)c(=O)[nH]c1=O,8%,.,9%,.,7%,.,.,7%,-1.1%,
CC(C)Nc1nc2cccnc2s1,1%,0.1%,9%,-18%,3%,.,-8%,2%,0.6%,
COC(=O)c1ccccc1NC(=S)NC(=O)C1CC1,0%,0.2%,25%,3%,-6%,0.7%,-6%,2%,3.8%,
COc1cc(-c2nc(CN(C)Cc3nnc(C)o3)c(C)o2)ccc1F,10%,-0.9%,16%,12%,-6%,-0.3%,-7%,-1%,2.8%,
C=CCc1cccc(C=Nc2ccc(Br)cc2)c1O,2%,0.4%,-5%,-3%,.,-0.7%,0%,0%,1.6%,
COC(=O)C1=C(Nc2ccc(OC)cc2)C=C(C)C(C(=O)OC)C1c1ccc(C)cc1 (stereo not drawn),10%,0.6%,10%,-2%,1%,-1.0%,1%,8%,-1.5%,
O=C(Oc1ccc(Cl)c2cccnc12)c1ccco1,13%,2.0%,12%,2%,-5%,0.7%,-13%,20%,6.4%,
COc1ccc(NS(=O)(=O)c2cn(C)cn2)c(OC)c1,-1%,0.0%,6%,2%,-1%,.,-15%,15%,-1.5%,
Cc1ccc(C)c(N2CCN(C(=O)c3ccc4c(c3)c(C)c(C)n4C)CC2)c1,-5%,0.3%,-4%,1%,-6%,.,-4%,-2%,3.0%,
COC(=O)c1onc(-c2c(Cl)cccc2Cl)c1C(=O)OC,10%,1.7%,8%,10%,6%,.,-2%,0%,0.0%,
CCOC(=O)C1(Cc2ccccc2)CCN(Cc2ccc3c(c2)OCCO3)CC1,4%,-1.7%,5%,4%,-1%,-1.9%,-7%,3%,-1.6%,
O=C(CSc1nnc(-c2ccco2)o1)NC1CC2CCC1C2 (stereo not drawn),3%,0.2%,6%,0%,-11%,.,2%,1%,1.0%,
CCOc1cc(NC(=S)NCC2CCCO2)c(OCC)cc1NC(=O)c1ccccc1C (stereo not drawn),0%,0.2%,17%,2%,-3%,-1.2%,0%,4%,1.3%,NS5 inhibitors pilot replicate=-0.6
Cc1cc(N2CCC(C)CC2)nc(NCc2ccccc2)n1,4%,?,3%,-12%,-8%,-1.7%,1%,6%,-3.6%,
COc1ccc(C2C(C(C)=O)=C(C)Nc3ncnn32)cc1 (stereo not drawn),6%,-0.5%,7%,9%,.,.,-8%,-1%,0.9%,
CNC(=O)C(NC(=O)c1ccccc1)=C(C)C,0%,0.6%,2%,-11%,-2%,.,-4%,-6%,1.8%,
CCCCN(C)Cc1c(C(=O)N2CCc3ccccc3C2)nc2ccc(Cl)cn12,7%,-0.7%,21%,5%,3%,4.4%,-8%,-6%,-0.3%,
CCOC(=O)c1cc2c(=O)n3ccccc3nc2n(Cc2ccco2)c1=NC(=O)c1ccccc1OC,11%,0.1%,4%,2%,2%,0.1%,-18%,1%,3.6%,
Cc1ccc(S(=O)(=O)N(C)C)cc1NC(=O)COC(=O)c1ccc2c(=O)n3c(nc2c1)CCC3,3%,.,8%,.,-2%,.,.,-4%,-0.1%,
